# BB579 growth dn: growth inhibitors of yeast BB579 in restrictive medium, primary screen, yeast lifespan-shortening project, S. cerevisiae. OD615, 48 h. inhibition, % at 10 µM. 0.51% of 140,000 active. AID 804, 2007;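 active = inhibition above a set limit, 3 SD over the mean compound inhibition, cut at about 44% in these data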; note: inactives centre near -24
#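 Test system: DeaD yeast strain BB579 / Buffer or medium: restrictive glucose-based CSMM-D medium / Doses: single 10 µM dose / Schedule: 4 h cell preincubation, 48 h compound exposure, 30 °C humidified / Technique: culture absorbance at 615 nm / Controls: amphotericin B positive control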
# MRP1 act: H69AR viability gain despite doxorubicin, primary screen, MRP-1 activator project, H69AR cells, CellTiter-Glo. viability rescue. viability increase, % at 10 µM. 0.61% of 140,000 active;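 active = viability gain under doxorubicin at or above a set limit, the compound median plus 3 SD, cut at about 4.7% in these data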;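 note: MRP-1 overexpressing cells given doxorubicin 25 µM after compound pretreatment; 18-22 h compound pretreatment then 72 h with doxorubicin before readout; 0% = doxorubicin-only wells and 100% = vehicle-treated cells without doxorubicin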
# Phagocyt inh: inhibitors of macrophage phagocytosis, primary screen, imaging, J774A.1 cells, IgG beads; J774A.1 macrophage IgG-bead phagocytosis; inhibition, % at 5 µM; 0.07% of 110,000 active; AID 1029, 2008;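 active = inhibition above the mean of the plate negative controls plus 5 SD, cut at about 13% in these data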;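 note: phagocytic index as fraction of beads internalized from green versus red external bead signal; plate controls were DMSO negative control for no effect and cytochalasin-D positive control for full effect; some results beyond the cut were filed as inactive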
# GALR2 blocker: GALR2 antagonists in receptor-expressing cells, primary screen; AID 828, 2007; 0.39% of 140,000 active; Galanin receptor type 2 (Homo sapiens), O43603; antagonist mode; inhibition, % at 4 µM; in the data active = inhibition above about 27%;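 note: cells stimulated with galanin 1-16 at roughly its EC80; 0% = agonist challenge control and 100% = basal control without agonist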
# Target sequence (O43603 whole entry, looked up): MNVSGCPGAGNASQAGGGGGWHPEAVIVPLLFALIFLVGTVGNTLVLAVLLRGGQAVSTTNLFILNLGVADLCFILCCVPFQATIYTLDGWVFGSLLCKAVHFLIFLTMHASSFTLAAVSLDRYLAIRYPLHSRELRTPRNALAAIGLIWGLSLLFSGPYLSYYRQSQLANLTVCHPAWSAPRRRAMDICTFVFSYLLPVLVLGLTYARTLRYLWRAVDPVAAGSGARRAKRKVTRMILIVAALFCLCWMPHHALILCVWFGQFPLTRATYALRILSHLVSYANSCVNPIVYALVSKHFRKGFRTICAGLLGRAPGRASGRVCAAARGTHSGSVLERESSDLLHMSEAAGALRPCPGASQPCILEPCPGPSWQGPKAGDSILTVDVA
# Measles CPE: compounds protecting cells from measles virus cytopathic effect, primary screen, measles RdRp inhibitor project, single point, MLSMR library, absorbance. 1.5% of 140,000 active. Measles virus-infected cells, CPE protection. protection (pct of control), % at 4 µM; in the data active = protection mostly above about 24%, no sharp cut-off; inactive = mostly below about 26%; note: some compounds called inactive have numbers as strong as hits
# E-sel TNF inh: E-selectin induction blockers in HUVEC – imaging, immunofluorescence, high content, primary screen. HUVEC TNFa-induced E-selectin immunofluorescence. inhibition, % at 2 µM. 0.71% of 120,000 active. AID 1246, 2008;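 active = inhibition above the batch mean plus 3 SD, and confirmed as a hit on visual image review, cut at about 43% in these data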;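 note: 0% = TNF-stimulated DMSO wells and 100% = unstimulated control wells; not every result past the cut was called active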
# HCT116 PTEN-null: growth suppression of PTEN-null HCT116, primary screen, cell-based, CellTiter-Glo; 1.2% of 140,000 active; viability, % at 10 µM; HCT116 PTEN-null viability, 60 h; hits give low values; AID 827, 2007;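 active = viability at or below a set limit, 4 SD under the median of all tested compounds, cut at about 3.7% in these data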;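 note: PTEN knockout HCT116 line with beta catenin targeted HCT116 as companion control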
# Yeast lifespan up: compounds extending yeast replicative lifespan, primary screen, S. cerevisiae, OD615; AID 775, 2007; S. cerevisiae growth with nicotinamide; deaD strain in restrictive glucose medium; 0.68% of 130,000 active; inhibition of the nicotinamide effect, % at 10 µM;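 active = inhibition above a set limit, placed 3 SD over the median of all compounds, cut at about 26% in these data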;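 note: 0% = nicotinamide-treated wells and 100% = cells grown without nicotinamide; some compounds called inactive have numbers as strong as hits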
#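 System: Modified budding yeast, DeaD strain | Buffer or medium: Restrictive glucose medium | Also added: 1.5 mM nicotinamide | Doses: 10 µM single point, 0.25% DMSO | Schedule: 48 h compound exposure at 30 °C, humidified | Detection: Absorbance at 615 nm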
# HCT116 bCat-KO: primary screen for growth suppressors in beta-catenin knockout HCT116 cells (colon tumor, human); viability, % at 10 µM; AID 818, 2007; 1.5% of 140,000 active; HCT116 beta-catenin knockout viability, CellTiter-Glo, 60 h; hits give low values;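 active = viability at or under a set limit, the compound median less 4 SD, cut at about 6% in these data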;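 note: 0% = Hyamine 1622 control at 20 µM and 100% = untreated cell control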
# NPY Y2 blocker: NPY-Y2 receptor antagonists, primary screen, cell-based; inhibition, % at 2.7 µM; AID 793, 2007; Neuropeptide Y receptor type 2 (Homo sapiens), P49146; 0.99% of 140,000 active; NPY-Y2 expressing cells, antagonist mode; in the data active = inhibition above about 17%;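 note: 0% = vehicle with agonist challenge and 100% = reference antagonist with challenge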
# Target sequence (P49146 whole entry, looked up): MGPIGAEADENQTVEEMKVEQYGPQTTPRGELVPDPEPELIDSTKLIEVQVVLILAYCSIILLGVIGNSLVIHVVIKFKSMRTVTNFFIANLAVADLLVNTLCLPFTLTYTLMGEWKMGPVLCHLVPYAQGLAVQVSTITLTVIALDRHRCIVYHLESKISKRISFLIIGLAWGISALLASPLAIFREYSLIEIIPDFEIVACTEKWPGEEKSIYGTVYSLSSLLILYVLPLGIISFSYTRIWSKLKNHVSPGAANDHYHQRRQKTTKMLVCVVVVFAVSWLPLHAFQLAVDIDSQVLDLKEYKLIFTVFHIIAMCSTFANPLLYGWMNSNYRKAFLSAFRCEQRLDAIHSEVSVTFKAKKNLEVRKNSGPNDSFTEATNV
# * = called active by the depositor; · = not tested or not shown.
SMILES,BB579 growth dn,MRP1 act,Phagocyt inh,GALR2 blocker,Measles CPE,E-sel TNF inh,HCT116 PTEN-null,Yeast lifespan up,HCT116 bCat-KO,NPY Y2 blocker
COc1ccc(C2=NOC(C(=O)Nc3cccnc3)C2)cc1 (stereo unspecified),-9,-2.7,-1,7,19,12,93,-2,93,0
CCOC(=O)C1CCN(C(=O)c2ccccc2NS(=O)(=O)c2cc(C)ccc2C)CC1,-13,-3.7,-8,-2,14,·,87,2,93,0
S=C(NCc1ccco1)N/N=C/c1ccccc1Cl,-23,-1.8,-2,5,13,·,89,-1,77,7
Cn1cc(/C=N/NC(=O)COc2ccccc2[N+](=O)[O-])c2ccccc21,2,0.4,-4,1,22,·,91,-6,91,0
C=CCN1C(=O)CN=C1Nc1ccc(OC)cc1OC,-8,-1.9,-1,2,6,5,112,-4,99,3
COC(=O)c1cccc(NC(=O)NC23CC4CC(CC(C4)C2)C3)c1,-68,0.3,0,-10,37,22,107,-2,100,6
CC(C)c1ccc(S(=O)(=O)c2cc3cc(Br)ccc3oc2=O)cc1,-15,-1.9,-11,-2,1,·,37,3,42,3
C/C(=N\NC(=O)c1ccc(CSc2nncn2C)cc1)c1ccc(Cl)cc1,-11,-0.9,-6,-18,9,·,100,-1,108,2
O=C(NN1CCOCC1)c1cc(-c2cccc(Cl)c2)nc2ccccc12,-24,-1.0,·,6,43*,-47,94,-20,87,2
CCOc1ccc(C(=S)NC2CCCCC2)cc1OC,-28,-1.0,2,2,29,-32,97,-7,106,7
CC1(C)CC(=O)N(CC(=O)NC2CCCC2)c2ccccc2S1(=O)=O,-1,-0.6,0,1,19,13,97,-3,84,2
Cc1ccc(CN=c2c([N+](=O)[O-])nn(-c3ccc4c(c3)OCCO4)n2O)cc1,-19,-3.5,-8,8,3,·,96,-1,102,6
CCOP(=O)(OCC)C(Nc1ccccn1)c1ccccc1 (stereo unspecified),-6,-0.4,-5,9,17,·,95,4,92,1
c1ccc(-c2nc(N3CCOCC3)c3ccccc3n2)nc1,-21,-1.3,0,0,15,·,3.3*,-6,7,-1
COc1ccc(CN(C(=O)Cc2cccs2)C(C(=O)NC2CCCC2)c2ccncc2)cc1 (stereo unspecified),-10,-2.7,·,-4,11,·,87,-1,90,0
CN(C)/N=C/c1cc(Cl)cc([N+](=O)[O-])c1O,17,-0.9,-9,2,22,·,89,-6,102,4
Cc1nn2c(c1-c1ccccc1)NC1=C(C(=O)CCC1)C2c1ccccc1 (stereo unspecified),-29,-4.2,·,4,14,20,68,-14,80,1
CCCn1cc(SCC(=O)NCc2ccc3c(c2)OCO3)c2ccccc21,12,-2.3,0,3,0,13,90,-5,104,3
CCOc1ccc(CNC(=O)c2ccc(Sc3ccc(C)cc3)c(NC(C)=O)c2)cc1OC,-23,0.4,0,-13,7,·,88,0,88,4
CCCCC1(C)Nc2ccccc2-c2nc3ccccc3n21 (stereo unspecified),-36,1.9,0,7,7,14,86,-24,75,2
Cc1nc2c(=O)oc3ccccc3c2n1-c1ccccc1,-29,0.4,-1,19,12,·,100,-17,98,1
COCc1nnc(NC(=O)c2cc(OC)c(OC)cc2[N+](=O)[O-])s1,-16,-1.9,-2,-11,14,-3,94,-1,90,2
NC(=O)Nc1ccc(C(=O)OCC(=O)Nc2ccc([N+](=O)[O-])cc2C(F)(F)F)cc1,-6,-0.5,0,6,10,-14,88,-3,87,2
O=C(O)c1cccc(S(=O)(=O)N2CCOCC2)c1,-28,-1.4,-2,-4,14,-13,92,-1,88,0

# Look-ups from above.
# `CCCn1cc(SCC(=O)NCc2ccc3c(c2)OCO3)c2ccccc21` @ HCT116 PTEN-null = 90
# `NC(=O)Nc1ccc(C(=O)OCC(=O)Nc2ccc([N+](=O)[O-])cc2C(F)(F)F)cc1` @ E-sel TNF inh = -14

# Further structures
SMILES,BB579 growth dn,MRP1 act,Phagocyt inh,GALR2 blocker,Measles CPE,E-sel TNF inh,HCT116 PTEN-null,Yeast lifespan up,HCT116 bCat-KO,NPY Y2 blocker
O=C(CSc1ccc(Cl)cc1)Nc1cccc(NC(=O)c2ccco2)c1,-15,-4.7,-3,-3,5,7,76,-22,85,1
O=C(OCc1ccc(Br)cc1)c1cccc(-c2nnc(-c3ccccc3)o2)c1,-26,2.1,-3,13,2,-17,89,10,85,5
Cc1ccc(S(=O)(=O)NCCNC(=O)N2CCOCC2)cc1,-76,0.5,-1,-23,3,-2,112,-10,98,3
Fc1ccccc1NC(=S)Nc1ccc(Br)cc1,-30,-2.4,4,-4,24,-6,67,-5,75,0
CCN(CCCNC(=O)c1[nH]c(C)c(C(C)=O)c1C)c1cccc(C)c1,1,-3.4,0,2,7,·,47,-9,48,3
Cc1ccc(C(=O)Nc2cccc([N+](=O)[O-])c2)cc1S(=O)(=O)Nc1ccc(NC(=O)c2ccccc2)cc1,-20,0.3,-5,4,4,·,63,3,61,-3
Cc1ccc2c(c1)-c1c(cnn1CC(=O)N1CCCN(Cc3ccccc3F)C1)CO2,-14,-2.3,1,2,8,1,72,-10,67,1
Cc1cc(N2C(=O)C(=O)/C(=C(/O)c3ccccc3)C2c2cccs2)no1 (stereo unspecified),-17,-0.7,-1,-5,12,29,99,-7,90,2
O=C1CCCc2c1[nH]c1ccc(Cl)cc21,-18,2.1,·,11,14,0,94,·,87,2
O=C(CSc1nnc(-c2ccco2)o1)N1CCOCC1,-47,-1.1,0,4,30,-11,89,-18,96,-1
COCCCn1c(C)csc1=Nc1cccnc1,-27,-2.5,-1,11,22,·,103,0,93,1
CC(C)c1ccc(NC(=S)NCc2cccs2)cc1,-15,-2.0,-1,-5,5,13,50,-10,35,-1
CCOC(=O)c1cnc2nc[nH]n2c1=O,-9,-1.4,·,-4,6,16,97,2,85,-1
Cc1ccc(C(=O)c2ccccc2C(=O)OCC(=O)NCCc2ccc(Cl)cc2Cl)cc1,-73,-4.3,-7,-7,12,11,66,10,78,8
C=CCNCc1cccn1-c1sc2c(c1C#N)CCCC2,-80,-1.7,-2,-1,3,4,75,9,65,18*
COC(=O)C1=C(C)NC(C)=C(C(=O)OC)C1c1cc2ccc(C)cc2[nH]c1=O,-10,-3.3,-1,1,30,-22,79,-18,83,-2
O=C1CCN(C(=O)Nc2ccccc2)N1,18,-1.6,1,-16,15,-8,93,-19,102,-1
CCOC(=O)c1ccc(NC(=O)CSc2nnc(C)n2-c2ccccc2)cc1,-31,-1.2,-2,2,10,-3,90,-10,104,-1
S=c1[nH]nc(-c2ccccc2Cl)n1CC1CCCO1 (stereo unspecified),4,-2.1,8,0,19,-14,95,0,98,5
CCOc1ccc(NC(=O)CCN2CCN(c3ccccc3)CC2)cc1,-22,-0.2,3,3,2,-24,105,-7,100,1
N#Cc1cc(-c2ccccc2)oc1/N=C/c1ccccc1O,-45,0.2,2,19,1,3,89,-10,97,0
Cc1noc(/C=C/N(C)C)c1S(=O)(=O)N1CCCC(C(=O)NCc2ccco2)C1 (stereo unspecified),-18,8.4*,4,9,2,0,83,-6,93,1
O=C(CNCC1CCCO1)N1CCN(S(=O)(=O)c2ccc3ccccc3c2)CC1 (stereo unspecified),5,-1.5,-1,-13,8,-2,100,-7,88,4
COc1ccc(-c2[nH]ncc2-c2csc(C)n2)c(O)c1,-33,-1.8,-5,-9,28,·,77,8,96,2
c1ccc(CC2CCN(c3nc4ccccc4n4cnnc34)CC2)cc1,-33,3.6,2,1,9,3,83,-1,85,3
CCOc1ccc(/C=C(\C#N)C(=O)c2c(C)[nH]c3ccccc23)cc1OC,-42,-1.7,1,14,4,·,98,-5,101,1
CC1CCCCN1S(=O)(=O)c1coc(C(N)=O)c1 (stereo unspecified),45*,-2.3,0,-18,19,·,101,-10,87,2
COc1cc(NC(=O)CCCC(=O)OCC(F)(F)C(F)F)nc(OC)n1,-60,-0.3,-1,15,17,·,114,-13,102,4
Cc1ccc(S(=O)(=O)Nc2cc(C(=O)O)ccc2N2CCCCC2)cc1,-17,-0.9,1,-16,14,39,107,12,97,5
NCCc1nnc(SCC(N)=O)o1,-50,0.2,-1,0,·,5,99,-5,105,2
O=Nc1c2nc3ccccc3n(O)c-2c2ccccc12,64*,-2.2,0,2,17,·,56,-6,65,0
Cc1ccsc1C(=O)N(c1nc2ccccc2s1)c1c(C)cccc1C,6,-1.6,-4,14,17,-3,67,-3,53,3
CCNc1nc(NCC)n2c(SCC(=O)c3ccc(C(C)C)cc3)nnc2n1,-23,-2.2,·,-10,3,·,77,0,71,2
Cc1ccc(S(=O)(=O)Cc2ccc(C(=O)N3CCN(c4ccccn4)CC3)o2)cc1,0,-3.0,·,2,2,·,94,-5,87,2
CC1Cc2ccccc2N1C(=O)c1ccc2snnc2c1 (stereo unspecified),-36,-2.1,0,2,7,-17,89,-12,83,3
CCn1c(SCC(=O)N/N=C/c2cc(OC)c(OC)c(OC)c2)nc2ccccc21,-25,-0.7,-9,14,4,·,62,-3,71,3
Cc1cccc(OCc2nnc(SCC(=O)N3c4ccccc4Sc4ccc(Cl)cc43)o2)c1,-17,-1.8,-7,-2,4,·,71,6,78,1
Cc1cccc(C(C)C)c1NC(=O)CSc1nncn1C,-50,0.3,1,2,8,8,96,0,87,-2
Cc1ccc(OCCn2c(C3CC(=O)N(Cc4ccccc4)C3)nc3ccccc32)cc1 (stereo unspecified),-11,-6.0,0,-2,5,·,51,-9,61,12
CCc1cccc(CC)c1-n1c(SCc2cc(=O)n3ccsc3n2)nnc1-c1cccnc1,-55,-3.4,·,2,6,·,85,7,83,7
CCOc1cc(NC(=O)c2ccco2)c(OCC)cc1NC(=O)CCc1ccccc1OC,-10,-0.3,-1,0,2,5,96,-3,88,0
CC1CCCC(C)N1C(=O)Cn1c(SCC(=O)Nc2ccc3c(c2)OCO3)nc2ccccc21 (stereo unspecified),-2,-2.0,0,-2,2,-8,71,-12,72,-2
CCOC(=O)CSc1ncnc2c1cnn2-c1ccccc1,14,-2.9,-2,-3,21,-30,95,-7,92,1
CCOC(=O)N1CCN(C(=O)CN(C2CCCCC2)S(=O)(=O)c2ccc(Cl)cc2)CC1,-31,-0.7,3,-4,34,-4,·,-7,96,0
O=C(c1ccc2c(c1)OCO2)N(CC1CCCO1)C1(C(=O)NC2CCCCC2)CCCCC1 (stereo unspecified),-42,-1.3,0,-8,0,25,59,-7,67,29*
CN(C)C(=O)N1CCN(C(=O)N(C)C)CC1,4,1.3,-1,-8,17,7,101,-4,96,-2
O=C(CN1CCOCC1)NCCNC(=O)CN1CCOCC1,-60,0.5,-1,-2,3,-1,102,0,103,-1

# Source: PubChem BioAssay
